# Screening results from PubChem BioAssay.
# Yfh1-depleted yeast = enhancers of respiration in Yfh1-depleted yeast, dose response, Friedreich's ataxia, plus single-dose screen (AID 1465) | S. cerevisiae Yfh1-off respiration, WST-1 reduction, 72 h; higher fold induction means a stronger effect | fold induction at 50 µM, or EC50 in µM where a hit was titrated | hit rate 0.074% among 220,000;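 active means fold induction of absorbance versus untreated yeast above a set limit, then at least 30% activation at any dose in follow-up; inconclusive means repeats straddling the limit, or above it without dose testing; inactive means fold induction below the set limit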;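 further: activators that raise dye reduction in frataxin-depleted yeast; strong numbers were not always called active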
# NS5 inhibitors = Dengue-2 NS5 methyltransferase inhibitors, primary screen, biochemical, confirmation dose response (AID 588689) | one-dose inhibition, % at 25 µM; IC50 in µM for titrated hits | hit rate 0.3% among 340,000 | Dengue-2 NS5 methyltransferase capping enzyme assay, biochemical; higher % means a stronger effect; in the data active means a potency from the dose series; inconclusive means inhibition above about 29% without an active follow-up result
# HIV fusion peptide = inhibitors of HIV fusion peptide binding, primary screen, biochemical, uHTS, fluorescence dequenching (AID 1986) | cell-free peptide binding, fluorescence dequenching, 30 min; higher % means a stronger effect | inhibition, % at 20 µM; hits with a dose series show IC50 in µM | hit rate 0.3% among 290,000; in the data active means inhibition mostly above about 52%, no sharp cut-off; inactive means mostly below about 76%; further: some results filed as inactive read as strong as hits
# KOR beta-arrestin-1 = kappa opioid receptor activators – cell-based, luminescence, uHTS, primary screen (AID 1777); KOR beta-arrestin recruitment, luminescence; higher % means a stronger effect; activation, % at 10 µM; hits with a dose series show EC50 in µM; hit rate 0.02% among 280,000; in the data active means activation above about 50%, passing the limit was not always enough; further: a part of the inactive calls stands beside numbers as strong as those of hits
# AID2073 = disruptors of CaV2.2 binding to Mint1 – biochemical, HTRF (AID 2073); hit rate 0.19% among 290,000; inhibition, % at 20 µM; hits with a dose series show IC50 in µM; HTRF protein-protein interaction, Mint1-CaV2.2; higher % means a stronger effect; in the data active means inhibition mostly above about 51%, no sharp cut-off; inconclusive means no clear call, values can overlap the other calls; inactive means mostly below about 53%; further: some results filed as inactive read as strong as hits
# NOD1 NF-kB reporter = NOD1 signaling inhibitors, primary screen, cell-based, luminescence, uHTS (AID 1578) | NOD1-driven NF-kB luciferase reporter cells, luminescence; higher % means a stronger effect | inhibition, % at 4 µM, or EC50 in µM where a hit was titrated | hit rate 1% among 290,000; in the data active means inhibition mostly above about 36%, no sharp cut-off; inactive means mostly below about 34%;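 further: HEK-293T reporter cells stimulated with the NOD1 agonist gamma-tri-DAP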
# HEK293 NOD2/NF-kB = NOD2 signaling inhibitors, cell-based, luminescence, uHTS, HEK293 (AID 1566). inhibition, % at 4 µM; hits with a dose series show EC50 in µM. HEK293 NOD2/NF-kB luciferase reporter, luminescence; higher % means a stronger effect. hit rate 0.63% among 290,000; further: many of its hits are not listed in these tables
# KOR beta-arrestin-2 = kappa opioid receptor blockers – cell-based, luminescence, uHTS (AID 1778) | KOR beta-arrestin recruitment, luminescence, antagonist mode; higher % means a stronger effect | one-dose inhibition, % at 10 µM; IC50 in µM for titrated hits | hit rate 0.091% among 290,000; further: strong numbers were not always called active
# West Nile antiviral = inhibition of WNV-induced cytopathic effect – cell-based, CPE readout (AID 1621); West Nile virus-infected cells, CPE inhibition; higher % means a stronger effect; one-dose CPE inhibition, % at 10 µM; IC50 in µM for titrated hits; hit rate 0.02% among 290,000; in the data active means a potency from the dose series; inconclusive means CPE inhibition mostly from about 3.7% at the one dose, without a potency; inactive means the rest, 99 in 100 with CPE inhibition below about 2.2%; further: strong numbers were not always called active
# NS5 inhibitors pilot replicate = further read-out of NS5 inhibitors, marked with its call; inhibition, %; measured here: pilot screen replicate inhibition
# Starred values were filed as active, the others as inactive; i = inactive; ? = inconclusive; · = not tested or not shown; [ ] = dose if it differs, or a comment. Unless noted, no stated cut-off is given here; in the data, active means inhibition above about 50%; inactive means the rest.
SMILES,Yfh1-depleted yeast,NS5 inhibitors,HIV fusion peptide,KOR beta-arrestin-1,AID2073,NOD1 NF-kB reporter,HEK293 NOD2/NF-kB,KOR beta-arrestin-2,West Nile antiviral,others
COc1ccc(Cl)cc1N(CC(=O)N1CCCCCC1)S(C)(=O)=O,·,5%,0.9%,-2.6%,5%,-14%,3%,-71%[20 µM],-0.2%,
Cc1cc(=O)oc2c(C)c(OC(C)C(=O)Nc3ccc(N4CCC(C)CC4)cc3)ccc12 (configuration not stated),·,0%,-2.9%,0.4%,9%,-7%,3%,1%,1.5%,
COc1cc(/C=C2/C(=O)N(c3ccc(Br)cc3)N=C2C)cc([N+](=O)[O-])c1O,·,·,46%,-1.7%,15%,-2%,21%,-38%,-0.7%,
COc1ccc(/C(C)=C2/SC(=S)N(CCC(=O)O)C2=O)cc1,i,10%,0.7%,-5.3%,-1%,5%,17%,-18%,-1.0%,
N/C(=N\OC(=O)c1cccs1)c1cccnc1,·,-7%,-0.6%,-4.4%,4%,-14%,1%,0%,-0.1%,
Cc1ccc(C(=O)Nc2ccccc2C(=O)N2CCCCCC2)cc1,i,-7%,-0.2%,3.9%,-2%,5%,21%,18%,-0.3%,
COc1cc(S(=O)(=O)N(Cc2cccc(OC)c2OC)CC2CCCO2)ccc1-n1cnnn1 (configuration not stated),i,-2%,0.5%,1.5%,-7%,10%,17%,-13%,-0.3%,
Cc1oc(=O)c(NC(=O)c2ccccc2)cc1C(=O)c1ccccc1,i,55%,1.2%,1.8%,-23%,-15%,-92%,-15%,-0.2%,
COc1ccc(NC(=O)COc2ccc(CNCCCN3CCOCC3)cc2OC)cc1,i,1%,1.4%,-0.7%,14%,·,20%,7%,0.0%,
O=C(Nc1ccc(Cc2ccncc2)cc1)c1ccc([N+](=O)[O-])o1,·,-2%,0.2%,-4.0%,2%,-6%,3%,-5%,-2.8%,
O=C(NC(NC(=S)Nc1ccc(Cl)c(Cl)c1)C(Cl)(Cl)Cl)c1ccco1 (configuration not stated),i,-11%,5.9%,3.6%,-2%,40%,8%,8%,-0.2%,
CCOC(=O)C(CC)n1cnc2c(nnn2-c2ccc(F)cc2)c1=O (configuration not stated),·,-1%,0.0%,-7.1%,10%,8%,14%,-30%[20 µM],-0.8%,
COC(=O)c1c(NC(=O)CC2SC(N)=NC2=O)sc2c1CCC(C)C2 (configuration not stated),i,0%,-1.4%,6.4%,4%,-20%,2%,-36%,-1.4%,
Cc1cccc2cc(CN(Cc3ccccc3)C(=O)N(C)C)c(=O)[nH]c12,i,-9%,1.1%,-0.3%,-2%,-12%,12%,37%,-0.2%,
Cc1ccccc1C(=O)Nc1ccccc1C(=O)N/N=C\c1ccco1,i,-8%,-0.7%,6.8%,-4%,-16%,-4%,-33%,1.2%,
COc1ccc(Br)cc1S(=O)(=O)N(CC(=O)N1CCN(C)CC1)c1ccccc1,·,2%,-0.8%,1.4%,5%,-18%,-1%,6%,-0.3%,
O=C(COCc1cc(-c2ccc3c(c2)OCO3)on1)N1CCN(c2cccc(Cl)c2)CC1,·,-11%,-1.1%,0.9%,7%,-10%,-115%,-48%,-0.1%,
CCc1cccc(NC(=O)CN(C)S(=O)(=O)c2cnc[nH]2)c1,i,3%,1.3%,-0.8%,3%,-42%,18%,-4%,-0.1%,
CS(=O)(=O)c1ccccc1-c1nc(-c2ccc(C(F)(F)F)cc2)no1,i,·,-1.2%,-0.2%,-6%,-7%,-7%,8%,-0.2%,
Cc1ccc2nc(SCC(=O)Nc3ncccn3)[nH]c2c1,i,-4%,1.4%,3.4%,1%,0%,8%,-22%,0.5%,
O=c1c2cc(Br)ccc2[nH]c(=S)n1Cc1ccccc1,·,2%,1.8%,3.4%,-2%,2%,22%,-11%,-0.4%,
COc1ccsc1C(=O)N1CCN(Cc2ccc3c(c2)OCO3)CC1,i,10%,0.1%,-4.0%,-3%,-5%,4%,-8%,0.1%,
Cc1ccc(-c2nnc(SCC(=O)Nc3ccc(S(=O)(=O)N4CCCCCC4)cc3)o2)cc1,i,-2%,-0.1%,38%,17%,23%,12%,-326%,0.2%,
COc1cccc(CC(=O)Nc2ccc(S(=O)(=O)Nc3nc(C)cc(C)n3)cc2)c1,i,-9%,0.4%,-4.2%,6%,-18%,-7%,7%,-0.2%,
CCOCCCNC(=S)N1CCC(NC(=O)C23CC4CC(CC(C4)C2)C3)CC1,i,-1%,-0.3%,-3.7%,-16%,-13%,14%,-14%,-1.2%,
SMILES,Yfh1-depleted yeast,NS5 inhibitors,HIV fusion peptide,KOR beta-arrestin-1,AID2073,NOD1 NF-kB reporter,HEK293 NOD2/NF-kB,KOR beta-arrestin-2,West Nile antiviral,others
CC1CCCN(C(=O)CCCn2c(=S)[nH]c3ccccc3c2=O)C1 (configuration not stated),i,-2%,1.0%,-7.1%,-6%,-11%,20%,16%,-0.8%,
CCc1c(C)c2ccc(O)c(CN(C)C)c2oc1=O,i,5%,-2.8%,1.6%,41%,-10%,5%,-2%,-0.1%,NS5 inhibitors pilot replicate=0.3
CNC(=O)N(O)C1N(/N=C/c2ccccc2F)C(=S)SC1(C)C (configuration not stated),·,3%,-1.6%,-5.8%,2%,-7%,-14%,28%,-0.2%,
O=c1c2oc3ccccc3c2ncn1Cc1ccc(Cl)cc1,i,-6%,4.7%,4.1%,26%,-18%,-35%,-31%,0.0%,
S=c1nc(-c2ccc(Cl)cc2)[nH][nH]1,i,-8%,2.3%,2.7%,-8%,-12%,0%,-5%,-0.1%,
Cc1c(C(=O)N2CC(C)OC(C)C2)oc2ccccc12 (configuration not stated),i,-2%,-0.6%,6.3%,-3%,-18%,-8%,-1%,-0.8%,
COc1cccc(-c2nc(CS(=O)(=O)CC(=O)NCCC(C)C)c(C)o2)c1,i,1%,2.4%,0.2%,-3%,-6%,1%,12%,-0.3%,
C=CCNC1=C(Cl)C(=O)N(c2cccc(Cl)c2Cl)C1=O,i,-4%,4.1%,-1.7%,6%,·,3%,16%,-0.3%,
CCOc1ccc(/C=N/Nc2cc(C)nc(N3CCOCC3)n2)cc1,i,-2%,1.6%,-1.5%,1%,-12%,-47%,-3%,0.4%,
Cc1cccc(-c2n[nH]c(=S)n2/N=C/C=C/c2ccco2)c1,i,5%,23%,0.6%,-29%,-9%,0%,13%,0.2%,
CCN(C(=O)CSc1nnc(-c2ccc(Cl)cc2)n1C)C1CCS(=O)(=O)C1 (configuration not stated),i,-4%,-1.5%,-5.7%,0%,-21%,3%,9%,0.1%,
COc1ccc(CCNC(=O)COC(=O)/C=C/c2ccc(OC)c(OC)c2)cc1,i,-7%,-2.2%,-1.0%,10%,-9%,15%,4%,0.1%,
CCc1ccc(Oc2coc3cc(O)ccc3c2=O)cc1,·,1%,0.9%,1.1%,?,-16%,-56%,-26%,-0.7%,
CCCC(NC(=O)COc1cc2c(c3oc(=O)c(C)c(C)c13)CCC(C)(C)O2)C(=O)O (configuration not stated),·,-7%,1.5%,2.7%,45%,2%,16%,-20%,-0.1%,
COCCN1C(=O)N(c2cccc(C)c2)C(=O)C1CC(=O)Nc1cc(OC)cc(OC)c1 (configuration not stated),·,7%,0.1%,-1.8%,0%,-31%,-4%,13%,0.2%,
COc1ccccc1OCCNC1CCCC1,i,1%,-1.5%,8.5%,-6%,21%,4%,-35%,-0.3%,
CC(C)CN1C(=O)C(=O)N(CC(=O)NC2CCCc3ccccc32)C1=O (configuration not stated),i,-5%,-0.5%,-4.1%,7%,-26%,-4%,12%,-0.1%,
O/N=C/c1nc2cc(Cl)ccc2o1,i,-8%,-1.6%,-3.1%,9%,-13%,-3%,-2%,-0.5%,
COc1cccc(NC(=O)CCNC(=O)N2CC(=O)Nc3ccccc32)c1,·,2%,1.3%,8.3%,-1%,-38%,3%,-20%,0.3%,
COc1ccc(C(=O)/C=C/Nc2ccc(S(=O)(=O)Nc3nc(C)cc(C)n3)cc2)c(OC)c1,i,-8%,0.2%,4.4%,10%,-2%,-6%,-31%,0.7%,
COc1ccc(CCNC(=O)c2cc3c(=O)n4ccccc4nc3n(CC3CCCO3)c2=N)cc1OC (configuration not stated),·,-1%,-0.5%,-3.5%,13%,-23%,-24%,-14%[20 µM],-0.9%,
O=C(Nc1ccc(Cl)c(C(F)(F)F)c1)NC1CC2CCCC(C1)N2Cc1ccccc1 (configuration not stated),i,·,0.5%,-2.5%,-4%,-4%,7%,-6%,-2.0%,
COc1ccc(Cl)cc1NC(=S)N(Cc1ccc(C(=O)O)cc1)Cc1ccc(OC)c(OC)c1,i,2%,4.6%,-1.9%,-6%,12%,6%,-9%,1.0%,
O=C(O)CNC(=O)c1ccccc1Br,i,1%,-1.3%,-9.4%,-1%,-12%,19%,11%,0.2%,
Clc1ccc(-c2nc3ccccc3nc2-c2ccccc2)cc1,i,-2%,-0.6%,11%,8%,-6%,13%,16%,-0.8%,

# Arranged by molecular weight (descending): part of the list above.
SMILES,Yfh1-depleted yeast,NS5 inhibitors,HIV fusion peptide,KOR beta-arrestin-1,AID2073,NOD1 NF-kB reporter,HEK293 NOD2/NF-kB,KOR beta-arrestin-2,West Nile antiviral,others
CCCC(NC(=O)COc1cc2c(c3oc(=O)c(C)c(C)c13)CCC(C)(C)O2)C(=O)O (configuration not stated),·,-7%,1.5%,2.7%,45%,2%,16%,-20%,-0.1%,
Cc1cccc(-c2n[nH]c(=S)n2/N=C/C=C/c2ccco2)c1,i,5%,23%,0.6%,-29%,-9%,0%,13%,0.2%,
Cc1c(C(=O)N2CC(C)OC(C)C2)oc2ccccc12 (configuration not stated),i,-2%,-0.6%,6.3%,-3%,-18%,-8%,-1%,-0.8%,

# (list continues)
SMILES,Yfh1-depleted yeast,NS5 inhibitors,HIV fusion peptide,KOR beta-arrestin-1,AID2073,NOD1 NF-kB reporter,HEK293 NOD2/NF-kB,KOR beta-arrestin-2,West Nile antiviral,others
Cc1cc(NC(=O)CSc2nnc(C3COc4ccccc4O3)o2)no1 (configuration not stated),i,·,-0.6%,4.2%,26%,6%,0%,-4%,1.4%,
Cc1onc(-c2ccccc2Cl)c1C(=O)Nc1ccc(-n2nncc2C(C)(C)C)cc1,i,-2%,0.0%,-4.9%,-3%,-14%,0%,2%,-0.8%,
CCCC1=C([O-])C2N=CC=CC2=[N+](c2ccccn2)C1=O (configuration not stated),i,-2%,-3.2%,1.4%,1%,-16%,-6%,-25%,0.0%,
COc1cc(-c2noc(CCCC(=O)NC3CCCCC3)n2)cc(OC)c1OC,i,3%,-0.9%,4.5%,-2%,-14%,-7%,5%,0.6%,
COc1cccc(NC(=O)c2ccc3c(c2)N(CC(=O)N2CCCCC2)C(=O)C(C)(C)O3)c1,i,0%,-2.3%,-4.4%,1%,4%,-1%,7%,1.0%,
Cc1ccc(C(=O)C[n+]2ccc3ccccc3c2)cc1,i,·,2.3%,-0.9%,-2%,-23%,9%,-13%,-0.3%,
COc1ccccc1NS(=O)(=O)c1ccc(C)c(NC(=O)NC2CCCCC2)c1,i,-4%,6.1%,2.7%,19%,21%,-1%,11%,-1.3%,
CC(OC(=O)c1ccc(S(=O)(=O)NCc2ccco2)cc1)C(=O)Nc1ccc(Cl)cn1 (configuration not stated),i,-12%,3.4%,-2.7%,2%,-11%,4%,16%,-0.5%,

# The list is partial; the hit share may differ from the screen's.
